# Screening results: PubChem, several laboratories
# STEP inh = STEP (human) phosphatase inhibition; recombinant STEP, OMFP fluorogenic substrate, fluorescence; inhibition, % at 20 µM; 0.25% of 360,000 active; AID 588621;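 active = inhibition at 20 µM, scaled per plate between control wells, above about 37%, limit read from the data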;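 also: 0% = DMSO with enzyme and substrate and 100% = substrate only without enzyme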
# Target sequence (P54829 whole entry, looked up): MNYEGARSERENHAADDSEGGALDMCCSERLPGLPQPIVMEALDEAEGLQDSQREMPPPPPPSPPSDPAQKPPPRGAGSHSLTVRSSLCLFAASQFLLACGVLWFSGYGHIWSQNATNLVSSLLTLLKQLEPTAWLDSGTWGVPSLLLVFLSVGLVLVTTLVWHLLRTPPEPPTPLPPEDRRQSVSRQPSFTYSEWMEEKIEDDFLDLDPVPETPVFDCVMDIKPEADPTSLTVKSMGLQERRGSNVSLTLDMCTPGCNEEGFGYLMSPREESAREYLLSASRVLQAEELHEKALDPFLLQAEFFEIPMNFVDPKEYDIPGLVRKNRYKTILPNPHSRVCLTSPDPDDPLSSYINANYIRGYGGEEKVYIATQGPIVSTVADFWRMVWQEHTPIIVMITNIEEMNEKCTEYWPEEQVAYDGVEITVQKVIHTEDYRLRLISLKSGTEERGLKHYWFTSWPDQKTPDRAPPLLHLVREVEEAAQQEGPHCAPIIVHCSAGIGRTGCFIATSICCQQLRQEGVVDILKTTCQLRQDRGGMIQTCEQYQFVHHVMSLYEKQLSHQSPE
#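 System: STEP (striatal-enriched tyrosine phosphatase) enzyme, cell-free; medium: Bis-Tris pH 6.0 buffer with DTT, detergent; dosing: 20 µM, 1% DMSO; times: reaction 20 min, ambient temperature; detection: fluorescence, 480/540 nm; read-out basis: normalized % inhibition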
# DNMT1 inh = inhibitors of human DNMT1; 0.83% of 360,000 active; P26358; inhibition (reported as % activation of signal), % at 10 µM; DNMT1 molecular beacon, Hinp1I cleavage, fluorescence; AID 588458; in the data active = inhibition above about 50%
# LMPTP inh = LMPTP (human) inhibition. P24666. recombinant LMPTP-A, OMFP fluorogenic substrate, fluorescence intensity. inhibition, % at 20 µM. 0.22% of 360,000 active. AID 651560;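 active = compounds that cut the enzyme signal by at least half of the control window in the single-dose screen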;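 also: plate controls were DMSO wells with enzyme plus substrate for no effect and substrate without enzyme for full effect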
# Target sequence (P24666 whole entry, looked up): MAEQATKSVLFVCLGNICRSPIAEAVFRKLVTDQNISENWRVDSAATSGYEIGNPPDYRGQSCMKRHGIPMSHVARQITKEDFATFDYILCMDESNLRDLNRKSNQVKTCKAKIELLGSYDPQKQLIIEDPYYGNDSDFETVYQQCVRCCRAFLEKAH
#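 Material: LMPTP-A; amount: 0.625 nM enzyme; doses: single 20 µM dose; times: reaction 50 min, room temperature, dark; technique: fluorescence intensity of OMFP turnover product; benchmarks: no-enzyme and uninhibited controls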
# CSN deneddyl inh = CSN deneddylation inhibition | Q92905 | Purified CSN, SCF-Nedd8-OG deneddylation, fluorescence polarization | inhibition, % at 12.5 µM | 0.38% of 360,000 active | AID 651999;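 active = pattern-corrected inhibition above about 35%, with an unprinted fluorescence ratio check between 0.5 and 1.5, limit read from the data, passing the limit was not always enough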;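 also: 0% = enzyme with substrate and 100% = substrate without enzyme; some results filed as inactive read as strong as hits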
#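 Material: purified human Csn5 enzyme expressed in HEK293T cells / Medium: Tris buffer pH 7.5, NaCl, DTT, Tween-20, trehalose, ovalbumin / Compound dosing: 12.5 µM single point / Schedule: 90 min incubation of compound, enzyme and substrate at room temperature / Signal: fluorescence polarization of the substrate / Control set: no-enzyme wells high, enzyme-with-substrate wells low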
# TbMetRS inhib = blocks T. brucei methionyl-tRNA synthetase activity | inhibition, % at 11.9 µM | AID 624268 | 0.4% of 360,000 active | purified T. brucei MetRS, ATP depletion, Kinase-Glo luminescence;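 active = inhibition above a per-plate cutoff of the control wells' mean inhibition plus 3 SD, cut at about 5.5% in these data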;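 also: 0% = DMSO wells median and 100% = median of wells with control inhibitor compound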
#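 Material: parasite MetRS enzyme / Replication: singlicate, one well per compound / Signal: luminescence of leftover ATP / Schedule: 2 h aminoacylation at 25 °C after 15 min preincubation / Medium: HEPES-MgCl2-KCl buffer plus DTT, spermine, BSA, pyrophosphatase / Doses: 11.9 µM single point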
# MsrA inh = inhibits bovine methionine sulfoxide reductase A; purified bovine MsrA, absorbance read-out; inhibition, % at 15.5 µM; 0.75% of 360,000 active; AID 651718; in the data active = inhibition above about 4.5%;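 also: 0% = vehicle wells with enzyme and 100% = reference inhibitor wells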
# NadD block = inhibitors of Staphylococcus aureus NadD; purified NadD enzyme, colorimetric absorbance read-out; 0.78% of 360,000 active; inhibition, % at 20 µM; in the data active = inhibition above about 26%; also: some compounds past the cut are filed as inactive
# Scp1 inh = Scp-1 (human) phosphatase inhibition. Q9GZU7. Recombinant Scp1, phosphopeptide, malachite green phosphate absorbance. inhibition, % at 20 µM. 0.88% of 340,000 active;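 active = inhibition above about 50% at 20 µM, limit read from the data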;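 also: plate controls were DMSO wells with enzyme for no effect and wells lacking enzyme for full effect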
# Target sequence (Q9GZU7 76-261 limits assumed): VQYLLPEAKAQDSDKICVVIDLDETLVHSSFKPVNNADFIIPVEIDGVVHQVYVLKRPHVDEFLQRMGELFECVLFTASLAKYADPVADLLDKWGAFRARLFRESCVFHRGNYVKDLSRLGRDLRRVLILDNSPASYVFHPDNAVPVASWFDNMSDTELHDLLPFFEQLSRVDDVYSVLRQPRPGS
#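 Test system: SCP-1 phosphatase catalytic domain, residues 76-261 | Compound dosing: One concentration, 20 µM, with 1.0% DMSO | Schedule: 45 min room-temperature reaction, 5 min colour, 30 min stabiliser | Detection: Absorbance at 630 nm | Read-out basis: % inhibition of SCP-1 phosphate liberation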
# Rpn11 block = inhibitors of human proteasome Rpn11; O00487; human 26S proteasome, Ub4-pepOG fluorescence polarization; 20S core pre-blocked with epoxomicin; calls only at 20 µM; 0.59% of 360,000 active; AID 588493;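 active = inhibition at 20 µM, scaled to each plate's controls, above about 33%, limit read from the data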
# SUMO1-SIM PPI = alters human SUMO1 binding to SIM partners; SUMO1 binding to a labelled peptide, TR-FRET, 1 h; inhibition, % at 20 µM; 0.33% of 360,000 active; AID 602429; in the data active = inhibition above about 37%
# Target sequence (P63165 whole entry, looked up): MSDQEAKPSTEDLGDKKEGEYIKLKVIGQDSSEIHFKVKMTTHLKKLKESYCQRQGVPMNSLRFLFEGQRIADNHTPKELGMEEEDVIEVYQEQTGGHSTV
# The depositor's hits bear a star; i = inactive; · = no result given. No enrichment for hits, and some 3.9% of all compounds hit somewhere here.
# Key to letters: A = STEP inh; B = DNMT1 inh; C = LMPTP inh; D = CSN deneddyl inh; E = TbMetRS inhib; F = MsrA inh; G = NadD block; H = Scp1 inh; I = Rpn11 block; J = SUMO1-SIM PPI
COc1ccc(OC)c(S(=O)(=O)NC(C)(C)C)c1
  A = -3	B = 2	C = 0.5	D = 6	E = -0.8	F = 1.4	G = -2	H = -11	I = i	J = -1

Cn1cnnc1SCc1ccc(C(=O)n2ncc(C#N)c2N)cc1
  A = -3	B = 1	C = -0.4	D = 4	E = -0.7	F = -1.1	G = 1	H = -2	I = i	J = -5

O=C(CN1C(=O)S/C(=C/C=C/c2ccccc2)C1=O)Nc1ccc(C(=O)O)cc1
  A = 3	B = 0	C = 2.8	D = 6	E = 0.1	F = 5.3*	G = 18	H = -9	I = i	J = -4

CC1Oc2ccccc2N(CC(=O)N2CCc3ccccc32)C1=O (stereo not drawn)
  A = -2	B = -2	C = 0.8	D = 0	E = 0.9	F = 0.2	G = -7	H = 5	I = i	J = -8

CCCCN(C)C(=O)c1cc2cc3ccc(OC)cc3nc2o1
  A = 5	B = 0	C = 1.0	D = -2	E = -0.2	F = 2.0	G = -6	H = -4	I = i	J = -25

O=C(Nc1nccs1)c1ccc2ccccc2n1
  A = 1	B = 0	C = 0.1	D = 2	E = 0.2	F = 0.8	G = 0	H = -3	I = i	J = -12

O=C(COC(=O)CCC(=O)c1cccs1)Nc1ccc(F)c(F)c1F
  A = -4	B = 3	C = -1.0	D = 1	E = -0.1	F = -0.8	G = -6	H = -6	I = i	J = -6

O=C(CN1CCOCC1)Nc1c(-c2ccccc2)c2cc(Br)ccc2[nH]c1=O
  A = 1	B = -4	C = -0.7	D = 2	E = -0.1	F = 0.2	G = -3	H = 0	I = i	J = 2

COc1ccccc1NC(=O)CSc1nc2[nH]ncc2c(=O)[nH]1
  A = -4	B = 10	C = -2.1	D = -1	E = -0.2	F = -0.4	G = -3	H = -7	I = i	J = 5

Cc1ccccc1-c1cccc([C@@H]2C[C@H]3[C@H](CON3C)CN2S(=O)(=O)c2ccccc2C)c1
  A = 1	B = -5	C = 3.4	D = 5	E = -1.0	F = 2.5	G = -1	H = -4	I = i	J = 8

# Another view of part of the listing above.
O=C(COC(=O)CCC(=O)c1cccs1)Nc1ccc(F)c(F)c1F
  STEP inh: -4; DNMT1 inh: 3; LMPTP inh: -1.0; CSN deneddyl inh: 1; TbMetRS inhib: -0.1; MsrA inh: -0.8; NadD block: -6; Scp1 inh: -6; Rpn11 block: i; SUMO1-SIM PPI: -6
O=C(CN1CCOCC1)Nc1c(-c2ccccc2)c2cc(Br)ccc2[nH]c1=O
  STEP inh: 1; DNMT1 inh: -4; LMPTP inh: -0.7; CSN deneddyl inh: 2; TbMetRS inhib: -0.1; MsrA inh: 0.2; NadD block: -3; Scp1 inh: 0; Rpn11 block: i; SUMO1-SIM PPI: 2
COc1ccccc1NC(=O)CSc1nc2[nH]ncc2c(=O)[nH]1
  STEP inh: -4; DNMT1 inh: 10; LMPTP inh: -2.1; CSN deneddyl inh: -1; TbMetRS inhib: -0.2; MsrA inh: -0.4; NadD block: -3; Scp1 inh: -7; Rpn11 block: i; SUMO1-SIM PPI: 5
Cc1ccccc1-c1cccc([C@@H]2C[C@H]3[C@H](CON3C)CN2S(=O)(=O)c2ccccc2C)c1
  STEP inh: 1; DNMT1 inh: -5; LMPTP inh: 3.4; CSN deneddyl inh: 5; TbMetRS inhib: -1.0; MsrA inh: 2.5; NadD block: -1; Scp1 inh: -4; Rpn11 block: i; SUMO1-SIM PPI: 8

# New compounds follow:
# Key to letters: A = STEP inh; B = DNMT1 inh; C = LMPTP inh; D = CSN deneddyl inh; E = TbMetRS inhib; F = MsrA inh; G = NadD block; H = Scp1 inh; I = Rpn11 block; J = SUMO1-SIM PPI
O=C(COC(=O)CCc1ccccc1)Nc1cc([N+](=O)[O-])ccc1F
  A = -1	B = -1	C = -1.1	D = -1	E = -0.3	F = ·	G = -5	H = -3	I = i	J = -24

COc1cc(C2N(C)C(=O)c3ccccc3N2C)ccc1O (stereo not drawn)
  A = 0	B = 0	C = -1.1	D = -3	E = -0.3	F = 1.6	G = 0	H = -6	I = i	J = 5

O=C(O)c1cc(C(=O)C2CCCCC2)c[nH]1
  A = -3	B = 2	C = -0.4	D = -7	E = -0.3	F = 0.3	G = 7	H = -2	I = i	J = 0

COc1ccc(C(=O)n2nc(C)cc2C)cc1Br
  A = -1	B = 0	C = 0.0	D = 1	E = -1.1	F = 0.4	G = -6	H = -6	I = i	J = 3

CCOC(=O)[C@H]1[C@H]2COc3ccc(Br)cc3[C@@H]2N2C(=O)c3ccc(C)cc3NC(=O)[C@@]12C
  A = 1	B = -11	C = -0.3	D = 1	E = 0.0	F = 0.3	G = 3	H = -4	I = i	J = 7

O=C(NCC(=O)N(c1ccccc1)C(C(=O)NC1CCCCC1)c1ccncc1)c1ccco1 (stereo not drawn)
  A = -3	B = 3	C = 0.5	D = 6	E = -0.2	F = 0.1	G = 5	H = -3	I = i	J = 0

COC(=O)c1ccc2c(c1)SC1=C(CCCC1=O)N2
  A = 4	B = -8	C = 5.2	D = 2	E = 0.0	F = -0.3	G = 12	H = 0	I = i	J = -24

CNC[C@@H]1Oc2ccc(NS(=O)(=O)c3ccc(Cl)cc3)cc2C(=O)N([C@H](C)CO)C[C@@H]1C
  A = -2	B = 1	C = -1.0	D = -1	E = -0.7	F = 0.4	G = -4	H = -2	I = i	J = 8

COc1ccc(NS(=O)(=O)c2ccc(SC)cc2)cc1
  A = -1	B = -3	C = 0.0	D = 3	E = -0.8	F = 0.6	G = -8	H = 5	I = i	J = 0

N#CC(C#N)c1ccnc2ccccc12
  A = 3	B = 1	C = 1.6	D = 2	E = -0.1	F = 0.6	G = -3	H = ·	I = i	J = -27

# (further entries)
Compound	STEP inh	DNMT1 inh	LMPTP inh	CSN deneddyl inh	TbMetRS inhib	MsrA inh	NadD block	Scp1 inh	Rpn11 block	SUMO1-SIM PPI
CC(C)C(C)NC(=O)COC(=O)/C=C/c1ccc(S(=O)(=O)N2CCc3ccccc32)cc1 (stereo not drawn)	1	-5	0.2	-3	-0.8	-1.1	-9	-7	i	-8
COc1cccc(-n2c(Cn3nc(C(F)(F)F)cc3C)n[nH]c2=S)c1	0	-2	-0.9	3	-0.5	-0.3	-1	4	i	1
CC(C)(C)c1ccc(OCC(=O)NNC(=O)c2cccnc2)cc1	-2	-1	1.3	-3	0.1	-0.7	-2	1	i	2
O=C(N/N=C/c1cccnc1)c1cccc(S(=O)(=O)Nc2cccc(Cl)c2)c1	5	4	0.1	0	-1.0	1.3	0	-1	i	3
CNC(=O)C1(CC(C)C)C=CCN1C(C)=O (stereo not drawn)	-1	2	-1.9	-3	-0.3	2.6	-1	-2	i	1
CCCN(C(=O)C1=COCCO1)c1c(N)n(Cc2ccccc2)c(=O)[nH]c1=O	-1	0	-0.7	-6	-0.4	0.5	0	1	i	1
COc1ccc2c(c1)c1nnc(SCC(=O)N3CCCCC3C)nc1n2C (stereo not drawn)	1	2	0.1	6	-0.2	0.5	5	-8	i	-4
CCN(CCCNC(=O)CCn1c(=O)[nH]c2ccccc2c1=O)c1cccc(C)c1	-1	1	1.0	2	-0.8	-0.2	-4	-6	i	0
CC1CCN(C(=O)c2[nH]cnc2C(=O)Nc2nccs2)CC1	0	2	-1.8	3	-0.3	-0.8	-6	-1	i	-1
COc1ccc(-c2cc(-c3ccccc3)nc(=O)[nH]2)cc1	4	20	-2.8	2	2.0	5.3*	-8	4	i	-10
O=C(CCCOc1ccccc1)Nc1ccc2c(c1)OCCO2	0	-1	-1.1	6	-0.7	-0.7	-5	-5	i	-1
CCN(C(=O)COC(=O)/C=C/c1ccc(O)c(OC)c1)C1CCS(=O)(=O)C1 (stereo not drawn)	-2	-2	-0.1	-6	-0.1	2.0	0	-1	i	-5
O=C(NCCN1CCCC1)c1ccc(Cn2c(=S)[nH]c3cc4c(cc3c2=O)OCO4)cc1	4	33	54*	12	0.0	1.1	28	0	i	5
Cc1ccc(NC2SC(=O)N(CC(=O)O)C2=O)cc1 (stereo not drawn)	-2	0	-2.3	4	-1.4	-0.1	0	-5	i	2
Cc1nc2ccccc2c(=O)n1NC(=O)/C=C/c1ccc(Br)cc1	0	2	0.4	-5	-1.4	-0.3	0	1	i	14
CCOCC(=O)Nc1nc2ccc(OC)cc2s1	-1	1	0.4	-5	-1.0	0.1	-8	-4	i	3
O=C(NCCN1CCN(c2ccccc2)CC1)c1cccc(Br)c1	-2	-2	0.3	-5	-0.2	0.2	-13	0	i	4
O=C(Nc1ccncc1)c1cc(S(=O)(=O)N2CCCC2)ccc1Cl	2	2	-0.1	-3	-0.4	-0.1	-5	6	i	6
O=C(COc1ccc(-n2cnnn2)cc1)Nc1cccc(Cl)c1Cl	11	49	22	-2	-0.6	-1.1	2	69*	i	6
COc1ccc(CCn2c(=N)c(C(=O)NCCN3CCOCC3)cc3c(=O)n4cccc(C)c4nc32)cc1OC	-2	0	6.2	1	-0.2	1.1	-6	-6	i	-8
CCc1ccc(OCC(=O)N2CC(C(=O)OC)Oc3ccccc32)cc1 (stereo not drawn)	-1	0	0.1	-2	-0.8	0.3	-5	-4	i	-1
COc1ccc(C(C)=O)cc1CC1(C)C(=O)Nc2ccc(-c3cccc(C(F)(F)F)c3)cc21 (stereo not drawn)	0	5	2.5	-8	-0.1	0.1	-8	·	i	5
COc1ccccc1CCNC(=O)c1ccc(C)o1	15	-5	-0.1	1	0.5	-0.3	-2	4	i	0
CN(Cc1ccccc1)S(=O)(=O)c1ccc(Cl)c(C(=O)N2CCOCC2)c1	2	4	-1.5	2	-0.1	-0.8	2	·	i	6
O=C(CC1Oc2ccccc2NC1=O)NCc1ccccc1 (stereo not drawn)	-1	-5	-0.3	-4	0.1	-1.4	-4	-6	i	3
COc1cccc(NC(=O)Nc2ccc3nsnc3c2)c1	-2	-4	0.1	-1	-0.1	1.2	-10	-10	i	-18
